GLP1R cytotox = cytotoxicity counter-screen for GLP-1 receptor inverse agonists | HEK293 cAMP-luciferase reporter cells, luminescence, 24 h | Potency, µM (titrated, usually from 38.3 µM), without a hit: at the top dose activity change, negative = inhibition, most hits filed as inhibitors | actives 0.13% (n = 410,000) | AID 624418;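 also: loss of luciferase light is scored as toxicity; potency is read from the fitted curve at half-maximal effect; % is scaled to controls: 0 for no effect and ±100 for the full control effect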
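Seeding density was 200 cells/uL; after overnight-length (12 h) culture, 23 nL compounds went on for 24 h at 37 °C. Readout used a luciferase detection reagent, luminescence taken after 12 min at room temperature.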
PTHR1 agonist = activates the human parathyroid hormone receptor PTHR1 | HEK293 GP2 PTHR1 cells, GloSensor cAMP luminescence, 1 h | actives 0.075% (n = 410,000) | Q03431 | Potency, µM (titrated, usually from 115 µM), without a hit: top-dose activation, actives largely listed as activators; also: potency is read from the fitted curve at half-maximal effect; nearly all actives have a fitted effect of over 55% in size; some results filed as inactive show a strong effect at the top dose; inactives centre near -15; many of its hits are not listed in these tables
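HEK-293-derived GP2 cells expressing PTHR1 and a GloSensor cAMP reporter, 3,000/well, plated overnight, given luciferin plus IBMX (each 0.5 mM as added) for 1 h at 37 °C, then compound for 1 h at 37 °C. Luminescence was read after 15 min at room temperature.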
EPAC1 ag = EPAC1 (human) agonism. Potency, µM (titrated, usually from 154 µM), for the others: at the highest dose activation, most hits filed as activators. EPAC1 agonist qHTS, biochemical assay; response scale: 100% = response to 6.5 mM cAMP. O95398. actives 0.073% (n = 360,000). AID 720707; also: potency is read from the fitted curve at half-maximal effect; nearly all actives have a fitted effect of over 60% in size
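Normalized to 6.5 mM cAMP, activity reflects EPAC1-catalysed release of BODIPY-GDP from Rap1B, followed kinetically over 30 min at 480 nm excitation, 540 nm emission. Reaction contained 100 nM EPAC1, 250 nM Rap1B-BODIPY-GDP, 50 uM GDP.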
GLP1R ag = agonists of human GLP-1 receptor | P43220 | HEK293 GLP-1R CRE-luciferase, luminescence, 4-6 h; cells express a hypersensitive GLP-1R form | Potency, µM (series often up to 45.6 µM), for inactives: at the highest dose activation, usual class: activators | actives 0.007% (n = 380,000); also: potency is read from the fitted curve at half-maximal effect; % of control where 0% means no effect
Target sequence (P43220 whole entry, looked up): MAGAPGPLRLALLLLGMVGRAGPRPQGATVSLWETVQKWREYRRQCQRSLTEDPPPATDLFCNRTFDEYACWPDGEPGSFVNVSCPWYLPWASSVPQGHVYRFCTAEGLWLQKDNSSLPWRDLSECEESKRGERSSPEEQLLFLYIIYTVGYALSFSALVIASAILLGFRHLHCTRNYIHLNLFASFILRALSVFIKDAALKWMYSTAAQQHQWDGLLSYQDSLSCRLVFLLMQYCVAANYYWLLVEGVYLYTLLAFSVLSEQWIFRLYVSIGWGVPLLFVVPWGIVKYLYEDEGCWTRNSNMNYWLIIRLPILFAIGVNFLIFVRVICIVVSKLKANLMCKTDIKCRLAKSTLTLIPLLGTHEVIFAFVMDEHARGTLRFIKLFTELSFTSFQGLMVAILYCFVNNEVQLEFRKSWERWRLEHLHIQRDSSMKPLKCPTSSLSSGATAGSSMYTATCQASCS
IL-2 act = activates IL-2 in a cell-based reporter assay; actives 0.065% (n = 360,000); IL-2 activation reporter assay, cell-based qHTS; stimulated with anti-CD3/CD4/CD28 beads; in transgenic mouse T cells; activation, % (series mostly up to about 46 µM); in the data active = activation above about 50%; inconclusive = mostly about 30% to 49%; also: 0% is about no effect
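Readout is EGFP and DsRed signal by fluorescent plate cytometry after 18 h at 37 degrees C. Transgenic mouse T cells (750/well) received compound for 60 min before bead stimulation (anti-CD3, anti-CD4, anti-CD28); memory T cells served as non-tolerant control.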
EPAC1 antag = antagonists of human EPAC1 | AID 720709 | actives 0.14% (n = 360,000) | EPAC1 GEF assay, Rap1b-BODIPY-GDP exchange fluorescence | Potency, µM (top dose mostly 115 µM), for inactives: at the top dose activity change, negative = inhibition, hits mostly inhibitors;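 also: potency is read from the fitted curve at half-maximal effect; plate controls were vehicle for no effect and positive control for full effect; nearly all actives have a fitted effect of over 50% in size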
PI5P4K alpha inh = PI5P4K alpha (human) kinase inhibition. P48426. max response, %. actives 1.2% (n = 330,000). PI5P4Kalpha enzyme, ADP-Glo luminescence, 60 min; hits give low values. AID 652105; active = max response of -50% or lower; inconclusive = between -30% and -50%; inactive = -30% or higher; also: value at the top dose of about 77 µM; % is scaled to controls: 0 for no effect and ±100 for the full control effect
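Luminescence from ADP-Glo served as readout of PI5P4Kalpha activity in a qHTS format. Reaction: enzyme, substrate, compound, ATP at 5 microM final, 60 min at RT.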
GLP-1R inv ag = acts as inverse agonist at human GLP-1 receptor. HEK293 GLP-1R CRE-luciferase, luminescence, 24 h; GLP-1R form is constitutively active. Potency, µM (top dose mostly 38.3 µM), for inactives: top-dose activity change, negative = inhibition, actives largely listed as inhibitors. actives 1.6% (n = 410,000). AID 624417; also: potency is read from the fitted curve at half-maximal effect; % is scaled to controls: 0 for no effect and ±100 for the full control effect; nearly all actives have a fitted effect of over 55% in size
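GLP-1R inverse agonism mode: basal reporter luminescence in engineered HEK293 cells measured after one day of compound exposure at 37 deg C, with a 12 min room-temperature detection step.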
PLK1 PBD block = inhibitors of human PLK1 polo-box domain binding. actives 2.8% (n = 360,000). AID 720504. Potency, µM, without a hit: max response, negative = inhibition, usual class: inhibitors. Plk1 PBD binding of FITC phosphopeptide, fluorescence polarization. P53350; also: potency is read from the fitted curve at half-maximal effect; series mostly up to about 57 µM; % is scaled to controls: 0 for no effect and ±100 for the full control effect; nearly all actives have a fitted effect of over 65% in size
Target sequence (P53350 whole entry, looked up, the tested form may be a part): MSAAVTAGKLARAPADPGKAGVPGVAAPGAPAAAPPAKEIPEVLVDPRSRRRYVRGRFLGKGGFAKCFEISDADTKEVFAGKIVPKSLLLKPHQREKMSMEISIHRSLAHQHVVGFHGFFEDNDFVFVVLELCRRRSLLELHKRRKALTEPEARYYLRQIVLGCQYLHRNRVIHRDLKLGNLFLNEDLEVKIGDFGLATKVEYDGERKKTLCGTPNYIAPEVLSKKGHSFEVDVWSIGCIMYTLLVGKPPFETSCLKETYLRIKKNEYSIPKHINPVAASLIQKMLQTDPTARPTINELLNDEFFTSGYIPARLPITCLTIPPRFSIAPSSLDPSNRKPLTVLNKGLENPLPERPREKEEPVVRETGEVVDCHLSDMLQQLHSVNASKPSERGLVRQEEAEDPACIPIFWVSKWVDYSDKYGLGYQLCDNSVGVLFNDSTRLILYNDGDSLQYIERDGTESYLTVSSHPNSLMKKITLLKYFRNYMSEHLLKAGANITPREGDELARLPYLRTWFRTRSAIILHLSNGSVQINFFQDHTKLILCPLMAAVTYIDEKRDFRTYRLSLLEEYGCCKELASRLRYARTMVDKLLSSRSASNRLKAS
Active calls of the source: *; i = inactive; u = inconclusive; x = no result given; [ ] = dose if it differs, or a comment. Unless noted, calls follow the shape of the dose curve; as a rule, active = well fitted curve in the direction sought with a large enough effect; inconclusive = small, poorly fitted or top-dose-only effect, or another doubt; inactive = no such curve, though single readings can be large; an effect the other way counts as inactive or inconclusive.

compound | GLP1R cytotox | PTHR1 agonist | EPAC1 ag | GLP1R ag | IL-2 act | EPAC1 antag | PI5P4K alpha inh | GLP-1R inv ag | PLK1 PBD block
O=C(N/N=C\c1ccc(COc2ccc([N+](=O)[O-])cc2)o1)c1ccc(Cl)cc1 | -5.3% | -3.3%[57.5 µM] | 7.5% | -0.5% | -2.4 | -1.6% | -10.1 | u | 0.3%
CCOc1ccc(NC(=O)CN(C)C(=O)c2cc(C)oc2C)cc1OCC | 5.8% | i | -1.1% | 15.9% | -4.8 | 13.2% | 2.1 | 0.2% | -1.9%
CC(NC(=O)c1cc(Br)ccc1Cl)c1ccccc1 (stereo not drawn) | 24.4% | i | 5.6% | 15.3% | 0.4 | -4.9% | -0.7 | -7.4% | -4.4%
COc1cccc(CNC(=O)C2CCC(=O)N(C3CC3)C2)c1OC (stereo not drawn) | -6.3% | i | 2.2% | 1.6% | -0.2 | 12.8% | -7.3 | 16.9% | -13.0%
CCC1/C(=N\O)CC(c2ccco2)NC1c1ccco1 (stereo not drawn) | 4.3% | i | 0.0% | -1.6% | -1.6 | -16.8% | -4.8 | -0.3% | -0.6%
Cc1cc(Cl)ccc1C(=O)C1CCCN(C(=O)CCn2cnnn2)C1 (stereo not drawn) | 1.3% | -10.1% | 2.5% | 4.8% | -4.7 | 9.4% | 2.9 | -12.3% | -24.1%
COc1ccc(-c2csc(NC(CO)c3nc4ccccc4n3Cc3ccc(C)cc3)n2)cc1 (stereo not drawn) | 4.4% | -11.8% | -12.5% | 19.3% | -3.4 | -4.9% | -2.7 | -0.4% | -17.7%
COc1ccc(OCc2nn[nH]n2)cc1 | 5.5% | i | 0.3% | -1.5% | 0.0 | -16.0% | -3.5 | 6.0% | 4.2%
C#CCn1c(O)c(N=NC(=O)CNC(=O)c2cccnc2)c2ccccc21 | -7.9% | -8.1% | 7.4% | 0.4% | -3.8 | -12.3% | 4.8 | 25.8% | -8.8%
Cc1cc(C)n2nc(SCc3nc4ccccc4[nH]3)nc2n1 | 2.3% | -4.8% | 12.9% | 0.2% | -1.8 | 1.1% | -3.6 | 17.9% | -8.9%
CCN(C[C@H]1N[C@@](CC)(C(=O)OC)[C@H]2C(=O)N(Cc3ccccc3)C(=O)[C@@H]12)S(=O)(=O)c1ccccc1 | 0.3% | -29.3% | -9.8% | -4.6% | -0.6 | -19.6% | 1.6 | -3.3% | -4.5%
CCn1cc(CNC(=O)C2C3CCC(C3)C2C(=O)O)cn1 (stereo not drawn) | 0.6% | i | -0.4% | -4.7% | -0.2 | 5.7% | 2.3 | 0.3% | -3.5%
COc1ccc(NC(=O)C(C)Sc2nnc3c4c(nc(-c5ccc(OC)cc5)n23)CC(C)(C)OC4)cc1 (stereo not drawn) | 20.7% | -24.1% | 9.4% | 2.0% | -3.4 | -7.9% | 6.8 | -21.2% | -0.4%
COCCCNc1ccnc2c(Cl)cccc12 | -12.9% | i | -1.9% | 1.7% | -0.4 | -4.9% | 2.4 | 7.1% | 1.2%
Cc1ccc(-c2c[n+](CC(=O)OCc3ccccc3)c3n2CCC3)cc1 | -23.4% | i | -2.8% | -6.4% | 0.1 | 10.4% | -0.3 | -13.1% | -2.7%
FC(F)(F)c1cccc(-n2c(Cn3nnc4ccccc43)n[nH]c2=S)c1 | -9.4% | i | -2.8% | -4.5% | -0.8 | 19.3% | -6.5 | 8.6% | -12.4%
CN1CCN(C(=O)C2(NC(=O)Nc3cccc(F)c3)CCCCC2)CC1 | -8.2% | i | -2.7% | 0.0% | -0.9 | 6.2% | 0.3 | 0.2% | -1.2%
O=C(COc1ccccc1)Nc1nc2ccccc2[nH]1 | -8.8% | -3.3% | -3.9% | -2.8% | 0.1 | 1.8% | x | 7.4% | -2.2%
CC(C)c1ccc(/C=N/NC(=O)CC(=O)NC2CCCCC2)cc1 | 8.4% | -1.1% | 1.4% | 2.2% | -2.9 | -14.5% | 3.9 | -6.8% | -12.6%
CCCNC(=O)C1(CC2CC(c3ccccc3)=NO2)CCN(C(=O)c2cc(OCC)c(OCC)c(OCC)c2)CC1 (stereo not drawn) | 7.6% | -4.2% | -14.0% | 12.5% | 0.1 | 8.6% | 2.6 | -9.8% | -0.7%
CSc1nsc(/C=C/Nc2cccc(Cl)c2)c1C#N | 17.4% | -3.8%[57.5 µM] | -9.3% | -17.1% | 1.9 | -10.4% | -10.1 | -19.2% | -7.3%
CCCOC(=O)c1cccc(NC(=O)COc2ccc([N+](=O)[O-])cc2)c1 | 13.0% | -42.4%[inhibitor] | -33.6%[inhibitor] | 7.0% | -1.1 | -6.8% | 6.4 | -24.1% | 0.6%
CC(=O)NC(CC(=O)NCCc1ccccc1)c1ccccc1 (stereo not drawn) | 2.4% | i | 2.3% | -3.0% | -1.6 | 12.6% | 4.6 | 2.2% | -6.5%
CCn1cc(CNC(=S)Nc2cccc(Cl)c2C)cn1 | -1.2% | -17.2% | 5.3% | 2.7% | -0.1 | 16.0% | 4.0 | 16.3% | u
C/C(Cl)=C/Cn1c(N2CCCC2)nc2c1c(=O)[nH]c(=O)n2C | -0.7% | i | -3.1% | 7.6% | 0.1 | -9.0% | -0.8 | 121.3%[activator] | -1.4%

Molecules listed so far containing a nitro group on carbon, in the order listed:
compound | GLP1R cytotox | PTHR1 agonist | EPAC1 ag | GLP1R ag | IL-2 act | EPAC1 antag | PI5P4K alpha inh | GLP-1R inv ag | PLK1 PBD block
O=C(N/N=C\c1ccc(COc2ccc([N+](=O)[O-])cc2)o1)c1ccc(Cl)cc1 | -5.3% | -3.3%[57.5 µM] | 7.5% | -0.5% | -2.4 | -1.6% | -10.1 | u | 0.3%
CCCOC(=O)c1cccc(NC(=O)COc2ccc([N+](=O)[O-])cc2)c1 | 13.0% | -42.4%[inhibitor] | -33.6%[inhibitor] | 7.0% | -1.1 | -6.8% | 6.4 | -24.1% | 0.6%

(continued)
molecule,GLP1R cytotox,PTHR1 agonist,EPAC1 ag,GLP1R ag,IL-2 act,EPAC1 antag,PI5P4K alpha inh,GLP-1R inv ag,PLK1 PBD block
COc1ccc(CN2C[C@@H](CO)O[C@@H](n3cnc4c(N5CCCC5)ncnc43)C2)cc1,1.8%,-20.7%,-8.2%,3.2%,0.0,-4.5%,-2.3,0.6%,-1.4%
CCOC(=O)/C=C1/SCC(=O)N1CCOc1cccc(Br)c1,-4.7%,-9.4%,5.9%,22.6%,0.2,4.8%,-1.8,u,-2.9%
Cc1ccc(-n2ccnc(SCC(=O)NC3CCCC3)c2=O)cc1Cl,15.7%,-8.2%,-34.7%[inhibitor],4.9%,-0.2,9.6%,1.6,-7.8%,-20.6%
CC(C)(C)NC(=O)NC(=O)COC(=O)c1cc[n+]([O-])cc1,-6.2%,i,3.0%,6.8%,-1.4,-1.7%,-2.1,39.1%[activator],-5.2%
COc1cccc(OC)c1OCCCCc1c(C)n[nH]c1C,3.5%,17.7%,4.9%,-5.2%,0.2,1.8%,-3.9,-0.7%,-8.2%
COc1ccc(Nc2c(C)cccc2C)cc1,-0.1%,-12.8%,5.6%,0.6%,0.3,-9.2%,7.4,-14.9%,1.4%
O=C(c1ccc2ccccc2c1)N1CCN(c2ccc(O)cc2)CC1,0.0%,i,0.0%,0.4%,-2.1,-1.0%,x,-4.8%,-7.0%
O=C(NCCCCc1ccccc1)c1cc([N+](=O)[O-])cc([N+](=O)[O-])c1,-16.6%,-10.1%,6.6%,1.1%,0.1,-13.1%,-7.6,u,3.9%
Cc1ccc2nc(SCC(=O)Nc3c(C)n(C)n(-c4ccccc4)c3=O)[nH]c2c1,-15.0%,i,4.6%,-5.9%,-0.8,12.1%,-7.0,u,-13.1%
CCOc1ccc(CCNC(=O)c2cc3c(=O)n(C)c4ccccc4c3n2C)cc1,3.2%,-29.8%,x,0.7%,x,x,x,2.7%,x
O=C(COC(=O)Cc1cccc(F)c1)NCCc1ccccc1,0.0%,i,-4.4%,-7.1%,-2.8,7.5%,-4.4,1.8%,7.0%
CCOC(=O)C1=C(C)NC(=NC)SC1c1ccccc1 (stereo not drawn),3.1%,i,-10.5%,4.8%,0.5,6.5%,-2.5,1.9%,21.2µM*
CCCCN1CC(=O)N2Cc3[nH]c4ccccc4c3C[C@H]2C1=O,0.9%,-15.7%,7.5%,-4.6%,-0.6,-29.2%,5.7,6.2%,-12.6%
Cc1ccc(O)c(C(CC(=O)NCc2ccco2)c2ccccc2)c1 (stereo not drawn),-3.2%,-0.7%,7.4%,-0.4%,-2.7,5.9%,-5.8,u,-12.9%
COc1ccc2ccn(C)c2c1,2.7%,-4.4%,-0.3%,-5.0%,-2.7,0.1%,0.6,-6.1%,-6.4%
CC1=CCC2C(=O)N(c3ccc(C)c(Br)c3)C(=O)C2C1 (stereo not drawn),0.7%,i,-4.3%,1.5%,1.1,-13.2%,-2.0,-15.1%,u
Cc1ccc(-c2ccccc2NC(=O)C2C3C=CC(C3)C2C(=O)O)o1 (stereo not drawn),-3.8%,i,-1.8%,-1.0%,-0.8,1.0%,-10.9,3.9%,-0.6%
COc1cccc(CSc2nnnn2-c2ccc(O)cc2)c1,0.3%,-38.3%,13.5%,9.1%,-0.6,u,8.4,u,-14.1%

Two records drawn at random from those above, as already listed:
molecule,GLP1R cytotox,PTHR1 agonist,EPAC1 ag,GLP1R ag,IL-2 act,EPAC1 antag,PI5P4K alpha inh,GLP-1R inv ag,PLK1 PBD block
CCOC(=O)C1=C(C)NC(=NC)SC1c1ccccc1 (stereo not drawn),3.1%,i,-10.5%,4.8%,0.5,6.5%,-2.5,1.9%,21.2µM*
CC1=CCC2C(=O)N(c3ccc(C)c(Br)c3)C(=O)C2C1 (stereo not drawn),0.7%,i,-4.3%,1.5%,1.1,-13.2%,-2.0,-15.1%,u

High-throughput results as filed in PubChem.

A portion of the library; rates above refer to the full screens.
